High-throughput results (PubChem)
BAZ2B block: BAZ2B (human) inhibition; 360,000 tested, 4.4% active; AlphaScreen BAZ2B-H3K14Ac peptide displacement; Potency, µM (doses to about 114 µM), without a hit: top-dose activity change, negative = inhibition, actives largely listed as inhibitors; also: % is scaled to controls: 0 for no effect and ±100 for the full control effect; nearly all actives have a fitted effect of over 60% in size
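AlphaScreen displacement: compounds (up to 110uM) incubated 30 min at room temperature with a preformed 50 nM BAZ2B/50 nM biotinylated H3K14Ac peptide complex in PBS pH 7.4 with Tween-20. Donor and acceptor beads at 10 ug/mL final added, 20 min light-protected before reading.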
APEX1 inh: inhibitors of human APE1 endonuclease. 350,000 tested, 0.35% active. P27695. AID 2517. Potency, µM (titrated, usually from 65.8 µM), for inactives: top-dose activity change, negative = inhibition, most hits filed as inhibitors. recombinant APE1, TAMRA/BHQ-2 abasic DNA cleavage fluorescence;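 also: plate controls were vehicle for no effect and reference inhibitor for full effect; nearly all actives have a fitted effect of over 55% in size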
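Kinetic fluorescence read (525 ex/598 em nm, three reads 60 s apart) of AP-site incision; signal = third minus first read. Enzyme 0.75 nM, dual-labelled THF duplex 50 nM, compound preincubation 15 min RT.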
POLH inh: inhibitors of human DNA polymerase eta; 390,000 tested, 1.2% active; recombinant Pol eta, fluorescent DNA replication assay; Potency, µM (titrated, usually from 114 µM), for inactives: at the top dose activity change, negative = inhibition, actives largely listed as inhibitors; AID 588591; also: % is scaled to controls: 0 for no effect and ±100 for the full control effect
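Pol eta at 10 nM preincubated with compounds 15 min at room temperature; reaction started with fluorescent substrate (50 nM final) and read kinetically at 0 and 10 min.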
Pol beta inh: blocks human DNA polymerase beta activity; P06746; Pol beta primer extension/strand displacement, fluorescence kinetic; Potency, µM (titrated, usually from 114 µM), for the others: at the highest dose activity change, negative = inhibition, most hits filed as inhibitors; AID 485314; 340,000 tested, 1.3% active; also: % is scaled to controls: 0 for no effect and ±100 for the full control effect
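Values derive from four-parameter Hill fits of normalized kinetic data: reads at 0 and 10 min following addition of 50 nM substrate to 10 nM Pol beta preincubated 15 min with compound.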
POLK inh: inhibitors of human DNA polymerase kappa; 400,000 tested, 0.53% active; purified Pol kappa, fluorescent DNA synthesis assay, 10 min; Q9UBT6; Potency, µM (highest dose often 107 µM), for the others: at the top dose activity, negative = inhibition, actives largely listed as inhibitors; also: % is scaled to controls: 0 for no effect and ±100 for the full control effect
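Pol kappa 10 nM + cpd, 15 min RT; start w/ substrate 50 nM final; fluorescence kinetic read, 0 and 10 min. Neg ctrl: buffer, no enzyme.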
Pol iota inh: blocks human DNA polymerase iota activity; Q9UNA4; Pol iota fluorescent replication assay, 10 min; Potency, µM (series often up to 115 µM), for the others: at the top dose activity, negative = inhibition, usual class: inhibitors; 390,000 tested, 1% active; AID 588590
Target sequence (Q9UNA4 whole entry, looked up): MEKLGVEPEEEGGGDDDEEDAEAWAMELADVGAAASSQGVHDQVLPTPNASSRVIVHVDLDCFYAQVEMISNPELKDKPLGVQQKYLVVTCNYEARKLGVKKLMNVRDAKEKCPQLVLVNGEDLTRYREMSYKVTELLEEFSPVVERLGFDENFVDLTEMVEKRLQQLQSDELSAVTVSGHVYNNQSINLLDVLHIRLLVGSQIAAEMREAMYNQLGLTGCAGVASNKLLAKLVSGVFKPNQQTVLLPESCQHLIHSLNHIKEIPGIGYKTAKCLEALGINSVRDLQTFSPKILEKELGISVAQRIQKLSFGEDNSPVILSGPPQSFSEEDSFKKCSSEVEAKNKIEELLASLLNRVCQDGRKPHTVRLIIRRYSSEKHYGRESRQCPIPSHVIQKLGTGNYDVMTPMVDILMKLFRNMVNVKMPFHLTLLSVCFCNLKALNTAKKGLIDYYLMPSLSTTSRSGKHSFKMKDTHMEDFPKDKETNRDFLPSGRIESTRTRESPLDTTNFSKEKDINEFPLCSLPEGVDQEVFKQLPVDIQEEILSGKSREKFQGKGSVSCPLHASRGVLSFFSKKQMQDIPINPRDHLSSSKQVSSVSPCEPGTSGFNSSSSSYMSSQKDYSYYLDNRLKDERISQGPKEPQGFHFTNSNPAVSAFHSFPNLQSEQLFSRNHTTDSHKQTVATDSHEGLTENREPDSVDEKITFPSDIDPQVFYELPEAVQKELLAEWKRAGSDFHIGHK
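Fluorescent replication assay read twice, at 0 min and 10 min after adding 50 nM (final) substrate. Enzyme (10 nM) and compounds were first incubated 15 min at room temperature; enzyme-free buffer wells were negative controls.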
BLM inh: blocks DNA unwinding by human BLM helicase | AID 2528 | 350,000 tested, 0.2% active | Potency, µM (highest dose often 56.1 µM), without a hit: at the highest dose activity change, negative = inhibition, actives largely listed as inhibitors | recombinant BLM DNA unwinding, fluorescence dequenching;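 also: plate controls were vehicle for no effect and no enzyme for full effect; nearly all actives have a fitted effect of over 35% in size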
G9a block: blocks human histone lysine methyltransferase G9a; G9a H3K9 monomethylation, AlphaScreen, 2 h; Potency, µM (titrated, usually from 102 µM), inactives show at the top dose activity, negative = inhibition, hits mostly inhibitors; 350,000 tested, 8.8% active; AID 504332; also: % is scaled to controls: 0 for no effect and ±100 for the full control effect; nearly all actives have a fitted effect of over 75% in size
Target sequence (Q96KQ7 913-1193 limits assumed): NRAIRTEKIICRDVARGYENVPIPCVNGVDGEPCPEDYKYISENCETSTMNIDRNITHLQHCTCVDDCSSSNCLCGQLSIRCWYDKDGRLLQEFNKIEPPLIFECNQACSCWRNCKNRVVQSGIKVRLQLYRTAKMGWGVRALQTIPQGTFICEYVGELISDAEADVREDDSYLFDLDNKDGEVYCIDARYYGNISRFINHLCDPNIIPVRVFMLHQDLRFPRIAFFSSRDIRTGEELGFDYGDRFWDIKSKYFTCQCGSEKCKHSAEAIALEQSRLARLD
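Readings reflect AlphaScreen signal from monomethyl-H3K9 antibody detection. HMT at 20 nM; substrate b-H3K9 500 nM; cofactor SAM 20 uM; 2 h RT reaction; compounds tested as titrations in qHTS with 15 min preincubation.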
Apoferritin bind: binds horse apoferritin like a general anesthetic. 350,000 tested, 0.074% active. apoferritin/1-aminoanthracene competitive binding, fluorescence. Potency, µM (doses to about 77.5 µM), inactives show at the top dose activity change, negative = displacement, actives largely listed as inhibitors. P02791; also: % is scaled to controls: 0 for no effect and ±100 for the full control effect; nearly all actives have a fitted effect of over 20% in size
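Horse-spleen apoferritin (10 uM) was mixed with 50% saturated 1-aminoanthracene in PBS, exposed to compounds for 10 min at room temperature, and read for fluorescence (ex 380 nm, em 535 nm). Competitive displacement was fitted with a four-parameter Hill equation.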
* marks the source's active call; other numbers are inactive results; ? = inconclusive; nt = not tested or not shown; & = joins results of further samples; [ ] = another dose, or the depositor's remark. Calls follow the shape of the dose curve; as a rule, active = well fitted curve in the direction sought with a large enough effect; inconclusive = small, poorly fitted or top-dose-only effect, or another doubt; inactive = no such curve, though single readings can be large; an effect the other way counts as inactive or inconclusive. Potency is read from the fitted curve at half-maximal effect.

A first look, two compounds:
SMILES | BAZ2B block | APEX1 inh | POLH inh | Pol beta inh | POLK inh | Pol iota inh | BLM inh | G9a block | Apoferritin bind
CC(NC(=O)CN1C(=O)NC(Cc2ccccc2)(Cc2ccccc2)C1=O)C12CC3CC(CC(C3)C1)C2 (centres undefined) | -2% | -3% | -7% | -10% | -8% | ? | -8% | -18% | -17%
CC1=C/C(=N\OS(=O)(=O)c2ccccc2)C(C(C)C)=CC1=O | 35µM* | -3% | -17% | 32% | 5% | 1% | -1% | 8.9µM* | -1%

The list itself, from the first entry:
SMILES | BAZ2B block | APEX1 inh | POLH inh | Pol beta inh | POLK inh | Pol iota inh | BLM inh | G9a block | Apoferritin bind
CC(NC(=O)CN1C(=O)NC(Cc2ccccc2)(Cc2ccccc2)C1=O)C12CC3CC(CC(C3)C1)C2 (centres undefined) | -2% | -3% | -7% | -10% | -8% | ? | -8% | -18% | -17%
CC1=C/C(=N\OS(=O)(=O)c2ccccc2)C(C(C)C)=CC1=O | 35µM* | -3% | -17% | 32% | 5% | 1% | -1% | 8.9µM* | -1%
COC(=O)CSc1nnc(-c2ccc(S(=O)(=O)N3CCCC3)cc2)o1 | 9% | -19% | -16% | 1% | 6% | -5% | -1% | 10% | -8%
CC(O)[C@H](NC(=O)C1CCN(C(=O)[C@H](Cc2ccccc2)NC(=O)OC(C)(C)C)CC1)C(=O)O (some centres undefined) | -3% | -4% | -1% | -11% | 16% | -12% | 1% | 31% | 1%
FC(F)(F)c1ccccc1NC1=NCCC1 | 0% | -8% | -6% | 27% | 7% | 100%[activator] | 3% | -7% | -4%
Cc1noc(/C=C/c2ccccc2F)c1S(=O)(=O)N1CCC(C(=O)N2CCN(C)CC2)CC1 | -11% | 1% | -1% | 7% | -5% | 59%[activator] | 3% | 23%[59 µM] | -6%
COc1ccc(S(=O)(=O)Nc2ccc3c(c2)C(=O)N([C@H](C)CO)C[C@H](C)[C@@H](CN(C)S(C)(=O)=O)O3)cc1 | nt | 1% | 3% | nt | -4% | 3% | nt | nt | nt
FC(F)(F)c1cccc(Sc2nc(-c3ccccc3)nnc2C(F)(F)F)c1 | -7% | -8% | -16% | 4% | -13% | 7% | -3% | -30%[12.7 µM] | 10%
O=C(/C=C/c1ccccc1)NC1CC2CCC1C2 (centres undefined) | 5% | 1% | -11% | 3% | -7% | -13% | -1% | 10%[59 µM] | -7%
CC1(NC(=O)Nc2ccccc2)CCS(=O)(=O)C1 (centres undefined) | -1% | -8% | -19% | -14% | 0% | 125%[activator] | -1% | 3%[59 µM] | 8%
C=C1c2ccccc2O[C@H](C(=O)OCC)[C@H]1OC | nt | 37% | -10% | nt | 15% | 51%[activator] | nt | nt | nt
CCc1ccc(-n2nc(CO)c(C(=O)NCc3ccccc3OC)n2)cc1 | -1% | nt | -9% | 29% | 0% | 20% | 0% | 10%[59 µM] | -12%
O=C(NCCCN1CCN(c2ccc(F)cc2)CC1)c1cccc(N2CCCC2=O)c1 | 0% | -1% | -1% | 1% | -13% | ? | 1% | -8%[59 µM] | -9%
Cc1nc(NC(=O)C2CC2)sc1C(=O)N(C)C | -6% | 7% | 8% | -12% | -2% | ? | 1% | -25%[59 µM] | -5%
COc1cccc(C=Nc2cc(C)on2)c1O | -1% | 4% | -3% | 40% | -7% | 13% | -4% | ? | 0%
Cc1ccc(C2CCN(C(=S)Nc3cccc(C)c3)C2)cc1 (centres undefined) | 1% | 3% | -16% | 0% | -16% | 4% | -6% | -30% | -5%
COc1ccccc1OCCSc1nc2ccccc2n1CC(O)CO (centres undefined) | 4% | 21% | 3% | 32% | 9% | 27% | -6% | -5% | -2%
COc1cccc(N2CCN(C(=O)c3cc4c(=O)oc5ccc(C)cc5c4s3)CC2)c1 | -8% | nt | ? | 21% | -11% | 14% | -11% | -1%[59 µM] | 0%
Cc1cc(NC(=O)CN2C(=O)NC3(CCCCC3C)C2=O)no1 (centres undefined) | -29% | -4% | -3% | 25% | -1% | 59%[activator] | -17% | -30%[59 µM] | -10%
COCC(C)n1c(C)cc(C(=O)COC(=O)c2c(NC(C)=O)sc(C)c2C)c1C (centres undefined) | -6% | 23% | -11% | 27% | 2% | ? | -1% | 8%[59 µM] | -6%
CCCCOc1ccc(C(=O)Nc2ccc(-c3cc4ccccc4oc3=O)cc2)cc1 | 4% | nt | -3% | -8% | -4% | 21% | 0% | 0%[59 µM] | 2%
CC1CC=CC2C1C(=O)N(Cc1ccccc1)C2c1ccc2ccccc2c1 (centres undefined) | nt | -7% | nt | nt | -9% | -11% | -8% | nt | 41%[activator]
CCCCNc1c([N+](=O)[O-])c(=O)n(C)c2ccccc12 | -13% | 1% | -18% | -1% | -16% | 9% | -2% | 0% | -13%
O=C1CCCN1c1ccc(S(=O)(=O)N2CCN(c3ccccc3)CC2)cc1 | -16% | 10% | -5% | 0% | -5% | 101%[activator] | -7% | nt | -2%
Cc1ccc(NC(=O)c2nnn(-c3ccc4c(c3)OCCO4)c2N)cc1 | -10% | -4% | -15% | 31% | -8% | 118%[activator] | -6% | 23% | -11%
CC(=O)c1sc(NC(=O)COc2ccc(Br)cc2)nc1C | -10% | 4% | -5% | ? | -8% | 6% | -4% | ? | -10%
Cc1cccc(NC(=O)CSc2nnc(NC(=O)C3CCC3)s2)c1 | 4% | -4% | -17% | 48% | 2% | 50%[activator] | 0% | -11% | 7%
CC(C)N(C(=O)Cn1cc(SCC(=O)Nc2ccccc2F)c2ccccc21)C(C)C | -18% | nt | -10% | 17% | 3% | ? | -3% | 4%[59 µM] | ?
COc1cccc(-c2ccc(NC(=O)C3CCCN(Cc4cnn(C)c4C)C3)cc2)c1 (centres undefined) | -26% | 50%[activator] | -13% | 8% | 9% | -19% | 4% | ? | ?
COc1ccc(-c2cn(Cc3ccc(C(N)=O)cc3)c(-c3ccc(Cl)nc3)n2)cc1 | -13% | 8% | -4% | nt | -12% | -5% | nt | 1%[2.33 µM] | nt
Cc1ccc(C(=O)Nc2ccccc2C(=O)NC(C(=O)O)C(C)C)cc1 (centres undefined) | 4% | 2% | -9% | -1% | 0% | 0% | -3% | 6%[59 µM] | 0%
COC(=O)CNC(=O)CN1C(=O)NC2(CCCc3ccccc32)C1=O (centres undefined) | 10% | 2% | -5% | 0% | 13% | 27% | -1% | 15%[2.33 µM] | -11%
Cc1ccc(N=Cc2cc(Br)cc(Cl)c2O)cc1 | 2% | ? | -3% | 12% | -8% | ? | -3% | 0% | -15%
O=C(c1c(F)cccc1F)N1CCN(c2ncccn2)CC1 | -1% | 2% | -20% | -2% | -8% | 40%[activator] | 0% | 15%[59 µM] | -6%
CCOC(=O)CN1C(=O)S/C(=C/C=C/c2ccc(N(C)C)cc2)C1=O | 10µM* | -6% | -17% | 4% | -8% | 168%[activator] | ? | 10µM* | -15%
Cc1cccc(CN2CCN(C(=O)CCl)CC2)c1 | 0% | -2% | -9% | 30%[57.1 µM] | -3% | -10% | -1% | ? | 0%
O=C(Nc1ccc2c(c1)OCCO2)c1ccco1 | 4% | 2% | 2% | 9% | 14% | 35%[activator] | 1% | 6%[59 µM] | 2%
N#Cc1c(-c2ccc(F)cc2)nc(-c2ccccc2)[nH]c1=O | ? | -5% | 0% | 2% | -2% | -5% | -2% | ? | -1%
O=C(NCc1ccc2c(c1)OCO2)c1ccc(N2CCCCCC2)c([N+](=O)[O-])c1 | ? | 1% | -7% | -12% | -15% | 3% | -9% | 35µM* | ?
COc1ccc(/C=N/Nc2nn3cnnc3c3ccccc23)cc1 | 15% | 5% | ? | 1.8µM* | -25% | 128%[activator] | 5% | -31% | -18%

Complete entries from above. Screens in order: BAZ2B block	APEX1 inh	POLH inh	Pol beta inh	POLK inh	Pol iota inh	BLM inh	G9a block	Apoferritin bind
COc1cccc(-c2ccc(NC(=O)C3CCCN(Cc4cnn(C)c4C)C3)cc2)c1 (centres undefined) reads -26%	50%[activator]	-13%	8%	9%	-19%	4%	?	?
Cc1cccc(CN2CCN(C(=O)CCl)CC2)c1 reads 0%	-2%	-9%	30%[57.1 µM]	-3%	-10%	-1%	?	0%

New compounds follow
SMILES | BAZ2B block | APEX1 inh | POLH inh | Pol beta inh | POLK inh | Pol iota inh | BLM inh | G9a block | Apoferritin bind
O=C(NCC1([N+](=O)[O-])CN(C(=O)c2ccccc2)CN(C(=O)c2ccccc2)C1)c1ccccc1 | -11% | 22% | -5% | 42% | -7% | 78%[activator] | -4% | nt | -15%
CCN(CC)C(=O)Cn1c(=O)n(CCCC(=O)NCc2ccc3c(c2)OCO3)c(=O)c2sccc21 | -1% | 49%[activator] | -21% | 0% | 0% | 100%[activator] | 1% | 15% | 0%
COc1ccccc1OCCCCNCCO | 1% | 1% | -8% | 8% | -1% | 16% | 0% | 1%[12.7 µM] | -9%
O=C1Nc2ccc(Br)cc2C1(O)Cc1ccccn1 (centres undefined) | 4% | -4% | 2% | 1% | -21% | 35%[activator] | -6% | -4%[59 µM] | -5%
CCn1c(/C=C/N(C(C)=O)c2ccccc2)[n+](CCCS(=O)(=O)[O-])c2cc(Cl)c(Cl)cc21 | -13% | -4% | -11% | -9% | -21% | 78%[activator] | -1% | 15%[12.7 µM] | -12%
CN[C@H](C(=O)NC[C@H]1O[C@@H](n2cnc3c(N)ncnc32)[C@H](O)[C@@H]1O)[C@@H](C)OCc1ccccc1 | nt | -7% | -7% | nt | -8% | ? | nt | nt | nt
COc1ccc(N(CC(=O)NCc2ccccc2)S(=O)(=O)c2c(C)n[nH]c2C)cc1 | -3% | -8% | 8% | 19% | -12% | -5% | -2% | nt | -1%
CCCCN(C)C(=O)CCC(=O)Nc1ccc2nc(N3CCN(C)CC3)cc(C)c2c1 | -23% | 5% | -12% | -5% | -12% | 20% | -8% | 10%[59 µM] | -19%
O=C(O)/C=C/C(=O)Nc1ccc(-c2ccccc2)cc1 | -18%&-35% | -7%&-5% | -10% | -19%&1% | -8% | -17% | -13%&3% | ? | ?
Cn1c(C(O)c2ccc(Cl)cc2)nc(Cl)c1Cl (centres undefined) | ? | 2% | 3% | 3% | -4% | 11% | -3% | 8%[59 µM] | ?
COc1ccc(CC(=O)NCC2CCCN(Cc3cccc(SC)c3)C2)cc1 (centres undefined) | -3% | -10% | -16% | 7% | -8% | 4% | 3% | nt | -4%

An excerpt (hit frequency here may not be typical).
